Statin myotox sup – suppressors of statin myotoxicity in C2C12 myotubes, primary screen, cell-based, single point, plate reader; C2C12 myotubes + simvastatin, ATP luminescence, 48 h; scaled: DMSO 0, geranylgeraniol control 100; rescue of ATP level, % at 7.49 µM; 330,000 compounds, 0.78% hits;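 active = mean ATP rescue above about 67%, or every replicate alone reaching that limit, limit read from the data, passing the limit was not always enough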;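 also: myotubes were challenged with 10 µM simvastatin during compound exposure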
PglD inh – C. jejuni PglD acetyltransferase inhibitors, primary screen, biochemical, DTNB colorimetric, single point; UDP-N-acetylbacillosamine N-acetyltransferase PglD (Campylobacter jejuni); purified PglD enzyme, DTNB colorimetric CoA detection; inhibition, % at 12.5 µM; 360,000 compounds, 0.098% hits; AID 602405, 2012; in the data active = inhibition above about 16%, passing the limit was not always enough; also: strong numbers were not always called active
The depositor's hits bear a star.

mol,Statin myotox sup,PglD inh
CCOc1ccc(CNC(=O)NS(=O)(=O)c2ccc(OC)cc2)cc1,2.1,2.6
Cc1cc(NC(=O)Cn2nc(C(F)(F)F)c3c2CCC3)no1,17.1,4.2
O=c1[nH][nH]c(C(F)(F)F)c1C=Nc1cccc(Cl)c1,8.5,4.0
Cn1c(=O)c2c(-c3ccccc3)n(-n3cnnc3)cc2n(C)c1=O,13.1,2.3
O=C(NCCCN1CCOCC1)c1ccc(Cl)c(S(=O)(=O)N2CCCCCC2)c1,-2.5,11.4
O/N=C/c1ccccc1OCc1ccccc1Cl,-0.2,1.1
O=C(Nc1ccc2c(c1)OCO2)C1Cc2ccccc2CN1S(=O)(=O)c1cccs1 (stereo unspecified),-0.8,-3.1
Cc1ccc2nc(SCC(=O)N3CCCC3)[nH]c2c1,0.8,1.1
COC(=O)c1ccccc1N(C)C(=O)C12CCC(C)(C(=O)O1)C2(C)C (stereo unspecified),-8.8,-0.3
C#CCOCCOCCOCCNc1nc(N2CCN(C(=O)CCCCCCCCCCNC(=O)[C@@H](CCC(=O)O)n3cc(CCCCCN)nn3)CC2)nc(N2CCN(C(=O)CCCCCCCCCCNC(=O)[C@H](CO)n3cc(CCCCCN)nn3)CC2)n1,23.6,-0.8
Cn1nnnc1Sc1c(Cl)cccc1[N+](=O)[O-],5.4,1.9
Cc1ccc(S(=O)(=O)N=S(CC2CC2(Cl)Cl)CC2CC2(Cl)Cl)cc1 (stereo unspecified),3.2,-5.4
Cc1c(NC(=O)C(C)Sc2nnc(-c3ccccc3)o2)c(=O)n(-c2ccccc2)n1C (stereo unspecified),-11.1,-1.3
Cc1cccc(OCC(=O)N(Cc2cccs2)C2CCS(=O)(=O)C2)c1C (stereo unspecified),3.4,-2.3
CCN(CC)S(=O)(=O)c1cc(C(=O)Nc2ccncc2)ccc1Cl,-33.3,5.5
CCCc1cc(=O)[nH]c(SCC(=O)N2CCN(c3ccc(F)cc3)CC2)n1,4.3,-5.8
O=C(Nc1ccccc1)c1nnsc1S(=O)(=O)c1ccc(Cl)cc1,-110.2,16.5
OCCCc1nc2ccccc2n1CCOc1ccccc1,-23.1,9.6
CCN(C(=O)CCN1C(=O)c2ccccc2C1=O)C1CCCCC1,5.1,1.0
COc1ccc2c(c1)c(CC(=O)Nc1cc(C)ccc1C)c(C)n2C(=O)c1ccc(Cl)cc1,7.1,5.1
COc1ccc(C(=O)Nc2ccccc2C(=O)N/N=C/c2ccccc2OC)cc1,-9.7,2.6
COc1ccc2cc(CN(Cc3cccs3)Cc3nnnn3Cc3ccccc3)c(=O)[nH]c2c1,24.2,-2.8
COC(=O)C1=C(COc2ccc(F)cc2)NC(=O)NC1c1ccc(C)cc1C (stereo unspecified),1.0,-2.4
Cc1nc(SCC(=O)Nc2cc(Cl)ccc2[N+](=O)[O-])nc(C)c1C,1.2,4.2
CC1=CCC(COC(=O)Nc2ccccc2)CC1 (stereo unspecified),6.3,-6.0
CCOC(=O)CSc1cccc2cccnc12,27.0,-4.8
OCCN1CCN(C(=S)c2ccc(Br)cc2)CC1,-12.6,2.7
CC1=N/C(=C/c2ccc([N+](=O)[O-])cc2)C(=O)N1c1ccc(Cl)cc1Cl,5.4,2.5
CCOC(=O)CCCCCC(=O)Nc1ccc2c(c1)C(=O)N([C@H](C)CO)C[C@H](C)[C@@H](CN(C)C(=O)Nc1ccc(OC)cc1)O2,17.3,2.5
O=C(CCSc1nc(-c2ccco2)cc(C(F)(F)F)n1)NCc1cccs1,6.6,-3.9
CCC1=Nc2ccccc2-c2nnc(SC)nc2O1,-5.1,0.5
Cc1cc(C)c(C(=O)CSc2nnc(-c3ccccc3Br)o2)cc1C,4.0,-46.0
COc1ccc(NC(=O)N(C)[C@H]2C[C@H]3c4[nH]c5ccc(-c6cccc(C)c6)cc5c4CCN3C[C@H]2[C@H](C)O)cc1,-1.2,-1.7
CCn1c(SCC(=O)N(Cc2ccccc2)C2CCS(=O)(=O)C2)nc2ccccc2c1=O (stereo unspecified),-1.5,4.5
Cc1nn(-c2ccc(C(=O)O)cc2)c(C)c1Oc1ccccc1O,-30.6,-1.5
O=C(Nc1ccc(S(=O)(=O)Nc2ccccc2)cc1)C1COc2ccccc2O1 (stereo unspecified),-7.6,-2.0
FC(F)(F)C(F)(F)C(F)(F)c1nnc2ccc(N3CCOCC3)nn12,2.8,-0.7
O=S(=O)(N/N=C\c1ccc(-c2ccccc2Cl)o1)c1ccccc1,118.1*,-6.0
CCOc1ccc(NC(=O)CN2CCN(CC(=O)Nc3ccc4c(c3)OCCO4)CC2)cc1,1.2,-1.4
O=C(O)c1ccc(Cl)c(S(=O)(=O)NCc2ccco2)c1,-2.5,-7.3
CC(C)c1ccc(Cc2nnc(NCCCO)[nH]c2=O)cc1,0.6,4.0
O=C(N/N=C/c1ccc(Br)s1)c1ccccc1[N+](=O)[O-],0.2,5.2
Cc1cc(=S)[nH]c2ccccc12,5.9,-8.7
Cc1ccc(Sc2cnc3ccccc3n2)cc1,-19.3,2.7
Cc1cc(-c2cccs2)n[nH]1,12.1,0.6
COc1ccc(C2C(C(=O)N3CCN(c4ccccc4)CC3)c3ccccc3C(=O)N2C)cc1 (stereo unspecified),2.2,-3.5
COc1ccc(OC)c(NC(=O)CCN2CCN(c3ccccc3)CC2)c1,1.5,-2.4
CCn1ccnc1C(O)c1ccccc1OC (stereo unspecified),27.4,3.0
Cc1cccc(C)c1NC(=O)N1CC=C(n2c(=O)[nH]c3ccccc32)CC1,13.9,-5.3
COC(=O)C1=C(N)c2ccccc2C1(C#N)c1ccccc1 (stereo unspecified),-4.2,6.1
COc1ccc(CSc2nc3ccccc3[nH]2)cc1,3.7,-6.7
CCOc1ccc(C2CC(=O)NC3=C2C(=O)CCC3)cc1Cl (stereo unspecified),22.9,1.4
CCOC(=O)c1c(-c2ccc(F)cc2)csc1NC(=O)CCN1C(=O)c2ccccc2C1=O,4.4,1.1
CCOC(=O)N1CCC(NC(=O)CCc2c(C)nc3nc(C)nn3c2C)CC1,-11.7,1.9
CCCC(C)NC(=O)c1ccc(C2SCC(=O)N2Cc2ccco2)cc1 (stereo unspecified),28.5,-2.9
N#Cc1c2n(c3c(-c4ccccc4)ncnc13)CCC2,-14.2,1.8
CC(=O)c1cccc(N=C2NC(=O)C(CO)(CO)S2)c1,-4.4,1.5
COc1ccc(Nc2nc(-c3cccc([N+](=O)[O-])c3)nc3ccccc23)cc1,6.2,-2.0
O=C(c1ccncc1)c1ccc(Br)cc1,-13.7,-2.4
CCOc1ccc(CNC(=O)C2CC(=O)N(C3CCCC3)C2)cc1OC (stereo unspecified),-0.4,-1.3

Reformatted as labelled records: part of the list above.
O=C(N/N=C/c1ccc(Br)s1)c1ccccc1[N+](=O)[O-]
  Statin myotox sup = 0.2 | PglD inh = 5.2
Cc1cc(=S)[nH]c2ccccc12
  Statin myotox sup = 5.9 | PglD inh = -8.7
N#Cc1c2n(c3c(-c4ccccc4)ncnc13)CCC2
  Statin myotox sup = -14.2 | PglD inh = 1.8
CCOC(=O)c1c(-c2ccc(F)cc2)csc1NC(=O)CCN1C(=O)c2ccccc2C1=O
  Statin myotox sup = 4.4 | PglD inh = 1.1

(listing goes on)
mol,Statin myotox sup,PglD inh
COc1ccc(F)cc1S(=O)(=O)Nc1ccc(C)cc1,18.5,-6.0
CC(C)NC(=O)Cn1cc(C#N)c2cc(Br)ccc21,3.4,-5.1
O=C(Nc1ccc(Cl)cc1)NC1(C(=O)NCCCN2CCOCC2)CCCCC1,3.3,-3.5
CC1CN(C(=O)C2(C)CC2(Br)Br)CC(C)O1 (stereo unspecified),-3.1,-0.9
N#Cc1ccccc1Cn1c(=O)n(Cc2ccc(C(=O)NCc3ccco3)cc2)c(=O)c2ccccc21,-110.1,2.9
CCC(NS(=O)(=O)c1ccc(C)cc1)C(=O)O (stereo unspecified),11.3,-4.2
C=CCSC1=C(C#N)C(c2ccccc2C)CC(=O)N1 (stereo unspecified),14.3,-2.5
CCOC(=O)C1CCN(C(=O)COc2ccc(S(=O)(=O)NC(C)C)cc2Cl)CC1,2.9,-9.1
CCCCCCC(=O)Nc1cc2c(C)cc(=O)oc2cc1C,-1.7,3.6
O=[N+]([O-])c1ccc(/C=N/Nc2nc(N3CCCCCC3)nc(N3CCCCCC3)n2)o1,-3.3,6.8
CNC(=O)c1cc2c(s1)CCCCCC2,-16.1,-6.9
CC1Cc2ccccc2N1C(=O)C1CCCN(S(=O)(=O)c2cccc3nsnc23)C1 (stereo unspecified),34.0,1.3
O=c1cc(CSc2nc3cc(Cl)ccc3o2)nc2sccn12,-0.6,-1.7
Cc1nn2c(nc1=O)SCC(c1ccccc1)=N2,7.1,-1.8
Cn1nnnc1-c1cc(Br)ccc1NC(=O)c1ccccc1,-5.3,-0.5
COCCn1c(NCc2ccccc2)nc2c1c(=O)[nH]c(=O)n2C,-7.7,8.2
CCn1c(CNc2ccc(C)cc2)nnc1SCC(N)=O,5.5,0.0
O=C(NCc1ccco1)c1ccc(CS(=O)(=O)Cc2ccc(F)cc2)o1,15.2,-2.5
CN1CCN(C(=O)C23CCC(C)(c4nc5ccccc5nc42)C3(C)C)CC1 (stereo unspecified),-0.8,-1.3
C=CCn1c(SCC(=O)Nc2cc(C)ccc2C)nnc1-c1cnccn1,7.2,-2.5
Cn1c(=O)c2[nH]c(-c3cccnc3)nc2n(C)c1=O,-4.1,3.5
CCOc1cc(S(=O)(=O)N(CC)CC)ccc1F,-8.3,0.9
O=C(c1ccc(C#CC2(O)CCCCC2)cc1)N1CCOCC1,-2.4,-6.2
Cc1cccc2cc(C#N)c(SCC(=O)Nc3ccccc3N3CCOCC3)nc12,-8.5,5.1
Clc1ccccc1COc1ccccc1-c1nnco1,23.2,-2.0
Nc1nnc(SCc2ccc(F)cc2)s1,22.6,0.1
CCc1c(C)c2nncn2[nH]c1=O,-10.6,2.2
Cc1cc(C)n2nc(C(=O)OCCOc3ccc(Br)cc3)nc2n1,6.1,4.3
CCOC(=O)c1cccc(NC(=O)/C=C/c2cccc([N+](=O)[O-])c2)c1,4.7,-5.8
N#CC1=C(N)OC2=C(CC/C2=C\c2ccccc2)C1c1ccccc1 (stereo unspecified),-4.8,-2.6
CC1(C)CC(=O)C(C=Nc2ccccc2Sc2ccccc2)=C(O)C1,-18.8,6.2
COc1ccc2c(c1OC)C(=O)N(C(C)C(=O)O)C2=O (stereo unspecified),6.9,-1.8
Cc1cccc(-c2noc(-c3ccccc3C(=O)NCC3CCCO3)n2)c1 (stereo unspecified),6.0,-3.4
Cc1ccc2c(c1)c1nc3ccccc3nc1n2CCN1CCOCC1,38.6,-8.2
CC(=O)N(C)C1=C(O)c2ccccc2C(=O)C1=O,-1.4,-5.3
COC(=O)CNC(c1ccccc1)c1cc(C)ccc1NC(=O)CNC(=O)OCc1ccccc1 (stereo unspecified),3.5,2.7
Cc1nnc(C)n1/N=C/c1cccn1C,-4.8,-7.7
Cc1cc(-c2ccccc2)c2nncn2n1,2.5,1.1
CN(C(=O)c1cc2n(n1)C(C(F)(F)F)CC(c1ccco1)N2)c1ccccc1 (stereo unspecified),-0.7,1.3
O=C(c1ccc(Cl)c(Cl)c1)c1cnc(Nc2ccccc2)s1,5.4,3.2
COc1ccccc1C(=O)n1nc(C)cc1C,-12.4,4.4
COc1ccc(N2CCN(C(=O)c3ccc(NC(=O)C4=CSCCO4)cc3)CC2)cc1,11.6,-3.1
CC(C)(C)NC(=O)Cn1cc(C#N)c2cc(Br)ccc21,1.5,-1.7
CCSc1nnc(NC(=O)c2csc(C)c2)s1,9.2,0.0
CCN(CC)S(=O)(=O)c1ccc(-c2nnc(SC)o2)cc1,11.4,-3.2
O=c1c2cnn(-c3ccccc3)c2ncn1Cc1ccccn1,-9.6,-2.0
Cc1ccc(NC(=O)/C(=C\c2ccc3c(c2)OCO3)NC(=O)c2ccco2)cc1,4.3,2.4
CCN(CC)C(=O)N1CCC(NC(=O)c2ccc(C(C)(C)C)cc2)CC1,-6.9,-2.1
CCOC(=O)CSc1ccc(-c2nc3ccccc3[nH]2)cn1,-14.7,1.6
COc1ccc(Cl)cc1N1C(=O)/C(=C\c2sccc2C)N=C1SCC(=O)NC1CC1,-3.2,3.0
Cc1nn(Cc2ccc([N+](=O)[O-])cc2)c(=O)n1N(C)c1ncc(C(F)(F)F)cc1Cl,-15.6,2.8
Cc1[nH]nc2c1C(C1CC=CCC1)C(C#N)=C(N)O2 (stereo unspecified),-2.5,-0.2
CC(C)(C)c1ccc(C(=O)N2CCC(C(=O)NCc3ccco3)CC2)cc1,-24.4,9.1
Cn1nc(-c2ccc(OCC(=O)Nc3cccnc3)cc2)c2ccccc2c1=O,-11.8,3.3
Cc1c(CCC(=O)O)c(=O)oc2cc(O)ccc12,6.8,1.4
O=S(=O)(Nc1ccc2c(c1)OCCO2)c1cccc2cccnc12,26.4,3.3
Cc1ccc(C(=O)N/C(=C\c2sccc2C)C(=O)NCc2ccco2)cc1,-3.2,-6.8

A portion of the library; count on the stated rates, not on these rows.
